# C2C12 statin = protects C2C12 myotubes from simvastatin toxicity; ATP luminescence, 48 h; scaled: DMSO 0, geranylgeraniol control 100; rescue of ATP level, % at 7.49 µM; 330,000 tested, 0.78% active; AID 602340;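 active = mean ATP rescue above about 67%, or every replicate alone reaching that limit, limit read from the data, passing the limit was not always enough; inconclusive = no clear call, values can overlap the other calls; inactive = mean under the limit and some replicate under it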;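 also: myotubes were challenged with 10 µM simvastatin during compound exposure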
# ERp5 block = ERp5 (human) disulfide isomerase inhibition. ERp5 insulin aggregation, absorbance 650 nm, 90 min. inhibition, % at 9.99 µM. 350,000 tested, 0.05% active;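 active = mean replicate inhibition above about 25%, with every replicate also reaching it, limit read from the data, passing the limit was not always enough; inconclusive = only one of those two criteria met; inactive = neither criterion met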
# Target sequence (Q15084 whole entry, looked up): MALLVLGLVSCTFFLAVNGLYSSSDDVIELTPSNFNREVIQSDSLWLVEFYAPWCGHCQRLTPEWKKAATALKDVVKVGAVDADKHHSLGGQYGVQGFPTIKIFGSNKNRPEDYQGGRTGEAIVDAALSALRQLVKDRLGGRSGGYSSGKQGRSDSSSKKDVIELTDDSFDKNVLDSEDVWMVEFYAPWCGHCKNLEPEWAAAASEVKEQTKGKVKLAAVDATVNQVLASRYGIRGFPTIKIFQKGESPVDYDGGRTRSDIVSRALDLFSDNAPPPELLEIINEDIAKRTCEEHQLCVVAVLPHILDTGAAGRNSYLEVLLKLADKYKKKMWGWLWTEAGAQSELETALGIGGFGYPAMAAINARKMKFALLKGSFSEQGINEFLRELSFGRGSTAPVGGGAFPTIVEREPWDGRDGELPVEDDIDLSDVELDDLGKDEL
# DENV2 CPE = inhibitors of DENV2 cytopathic effect; DENV2-infected cells, cytopathic effect rescue, plate reader; CPE inhibition, % at 9.99 µM; 350,000 tested, 1.7% active; in the data active = CPE inhibition above about 20%, passing the limit was not always enough; inconclusive = no clear call, values can overlap the other calls; tested in BHK-21 cells;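 also: 0% = median of neutral control wells and 100% = median of positive control wells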
# PglD DTNB = blocks C. jejuni PglD acetyltransferase activity | 360,000 tested, 0.098% active | purified PglD enzyme, DTNB colorimetric CoA detection | inhibition, % at 12.5 µM; in the data active = inhibition above about 16%, passing the limit was not always enough; inconclusive = no clear call, values can overlap the other calls; also: strong numbers were not always called active
# S100A4 MyoIIA = inhibitors of human S100A4 binding to myosin IIA peptide; P26447; S100A4/TAMRA-MyoIIA peptide fluorescence polarization; inhibition, % at 10.7 µM; 360,000 tested, 0.14% active; AID 652163;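 active = mean inhibition of at least 70% across replicates, with every replicate also reaching that level; inconclusive = mean inhibition reaches 70% but some replicates fall short; inactive = mean inhibition below 70%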
# Target sequence (P26447 whole entry, looked up): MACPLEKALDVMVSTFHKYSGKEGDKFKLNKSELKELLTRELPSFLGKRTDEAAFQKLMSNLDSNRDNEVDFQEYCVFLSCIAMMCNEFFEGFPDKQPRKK
#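 Test system: S100A4 monomer protein; Medium: HEPES pH 7.2 with CaCl2, KCl, NaCl, DTT, Triton; Probe or stimulus: TAMRA-labelled myosin IIA heavy-chain peptide probe, 5 nM; Doses: one dose per compound; Times: polarization read 5 min after assay mix addition, stable 5–60 min; Benchmarks: neutral control DMSO, positive control TFP.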
# SIRT5 inh = inhibitors of human sirtuin-5 desuccinylase; Q9NXA8; Purified SirT5, succinyl-peptide AMC, trypsin-coupled fluorescence; inhibition, % at 15 µM; 330,000 tested, 1.1% active; in the data active = inhibition above about 15%; inconclusive = no clear call, values can overlap the other calls
# Target sequence (Q9NXA8 whole entry, looked up): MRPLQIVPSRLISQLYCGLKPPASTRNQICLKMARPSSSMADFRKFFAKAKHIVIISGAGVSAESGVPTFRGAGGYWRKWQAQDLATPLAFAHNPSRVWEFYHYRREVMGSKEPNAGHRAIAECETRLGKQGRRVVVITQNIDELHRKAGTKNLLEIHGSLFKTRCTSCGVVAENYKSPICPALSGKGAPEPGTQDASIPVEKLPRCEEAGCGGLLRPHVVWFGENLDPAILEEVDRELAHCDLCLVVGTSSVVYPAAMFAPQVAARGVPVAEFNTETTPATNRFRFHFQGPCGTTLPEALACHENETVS
# E-sel inducer = E-selectin induction on HUVECs; HUVEC E-selectin immunofluorescence imaging; normalized: neutral wells 0, TNF-alpha wells 100; activation, % at 7.58 µM; 260,000 tested, 0.37% active; AID 686992;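 active = mean E-selectin-positive cell signal at least 10% of the positive control, reached in at least 60% of replicates, without over 20% cell loss; inconclusive = no rule given, readout overlaps actives, possibly toxicity-flagged; inactive = the rest, including those meeting only one limit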;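 also: in these data hits start at about 27%; measured in HUVEC primary endothelial cells; signal is the percent of cells scored E-selectin positive by PE staining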
#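 System: HUVEC, human umbilical vein endothelial cells; quantity: 3,000 cells/well; buffer or medium: EGM-2 medium, gelatin-coated wells; dosing: single-point compound dose; detection: immunofluorescence imaging; evaluation: % PE-positive cells; benchmarks: TNF-alpha, DMSO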
# The depositor's hits bear a star; ? = inconclusive; . = no result given; & = joins results of further samples. Some of the compounds tested. The share of hits here may be higher or lower than overall.
SMILES	E-sel inducer	SIRT5 inh	PglD DTNB	S100A4 MyoIIA	C2C12 statin	ERp5 block	DENV2 CPE
Cc1cccc(C)c1NC(=S)N(Cc1ccco1)C1CCN(C(C)C)CC1	-2.5	-2.8	.	5.7	.	6.5	-7.0
CCCCC[C@H](O)/C=C/[C@@H]1[C@@H](C/C=C\CCCC(=O)O)[C@H]2CO[C@@H]1C2	0.7	-0.7	4.3	-6.3	0.7	-0.3	-6.8
C[C@@H]1CN([C@@H](C)CO)C(=O)c2cc(NS(=O)(=O)c3ccccc3)ccc2O[C@@H](C)CCCCO[C@H]1CN(C)S(=O)(=O)c1cccs1	1.2	7.8	4.9	4.7	.	-2.2	4.2
CC(C)C(=O)Nc1ccc2c(c1)C(=O)N(C)[C@@H]1CC[C@H](CC(=O)NCCCN(C)C)O[C@@H]1CO2	0.0	.	0.3	.	26.7	.	-12.3
CO[C@@H]1CN(C)C(=O)c2cc(NC(C)=O)ccc2OC[C@H](C)N(Cc2nccs2)C[C@@H]1C	-0.1	-1.3	2.1	11.7	2.6	-1.0	58.7*
CCOc1cc(C(=O)Nc2ccc(NC(C)=O)cc2)ccc1OCC(=O)N1CCCCC1	.	-5.2	.	-3.8	.	2.7	2.6
O=C(Nc1ccccc1F)C1CCN(S(=O)(=O)c2cccc3nonc23)CC1	0.0	-1.9	-3.8	-1.8	18.4	2.8	-1.0
O=C(C[C@@H]1C[C@H]2c3cc(NC(=O)NC4CCCCC4)ccc3O[C@H]2[C@@H](CO)O1)NCc1ccccn1	0.3	-2.8	-1.8	7.9	-0.3	2.2	-0.1
CCN(CC)C(=O)CSc1nc2ncccc2[nH]1	.	-3.4	-0.6	5.9	9.5	3.2	-0.1
Cc1cccc(C)c1OCc1n[nH]c(=S)n1-c1ccccc1	2.2	.	5.9	-1.7	6.9	3.4	2.5
CC[C@]12c3[nH]c4cc(-c5ccco5)ccc4c3CCN1C(=O)[C@@H](CC(=O)NCCN1CCOCC1)C[C@@H]2C(=O)N1CCN(C(=O)C2CC2)CC1	0.1	1.0	-0.3	1.5	17.9	-1.8	12.2
CC(=O)Nc1ccc(S(=O)(=O)NNC(=O)CCC(=O)NCc2ccccc2)cc1	.	0.8	.	-3.9	0.8	-2.5	-6.2
CC(C)OC(=O)/C(C#N)=C/c1c[nH]c2ccccc12	-1.3	5.5	.	-4.0	.	-1.2	?
COc1cc(COc2ccc3c(C)c(CCC(=O)O)c(=O)oc3c2)cc(OC)c1OC	0.2	-2.6	2.2	-26.8	-4.8	2.3	8.2
COC(=O)/C(C#N)=C/c1ccc(N2CCOCC2)c([N+](=O)[O-])c1	-0.1	0.7	-10.0	0.2	8.4	0.0	9.1
Cc1c(C#N)c(O)n(C)c(=O)c1N=Nc1ccc(S(N)(=O)=O)cc1	.	9.0	.	-2.1	.	4.0	5.9
Cc1ccc(NC2CCCN(C(=O)CCc3cn[nH]c3)C2)cc1C (centres undefined)	0.4	-3.4	5.2	-11.7	-7.2	6.3	10.3
C=CCN(CC=C)C(=O)Nc1ccc2nc(C)sc2c1	0.0	-1.8	.	-19.0	.	-3.6	-2.1
COc1ccccc1Nc1nc2ccccc2n1C	1.5	-3.6	3.4	-5.9	-5.7	-6.6	-4.7
C[n+]1cc(-c2ccccc2)oc1-c1ccccc1	-0.1	-6.6	.	-17.2	-3.2	-4.5	5.4
CNC(=O)C[C@H]1CC[C@@H]2[C@H](COc3ccc(NC(=O)c4cscn4)cc3C(=O)N2C)O1	-0.1	.	2.6	.	-13.9	.	29.3*
CC(C)c1ccc(CC(=O)N2CCC2(C)C(=O)NCc2cccc3ccccc23)cc1 (centres undefined)	.	.	-4.2	0.5	-33.8	5.8	17.8
CCCc1cc(=O)[nH]c(SCc2cc(=O)oc3c(C)c(C)ccc23)n1	1.8	-0.2	-1.6	-3.8	-0.9	-6.1	12.8
CCCOc1ccc(/C=N/NC(=O)c2c(-c3ccccc3)noc2C)cc1OC	-1.3	-4.4	-0.9	-1.6	3.5	3.8	-12.8
Clc1cccc(Oc2ncccn2)c1	.	0.4	.	2.1	-7.5	1.7	-3.6
COc1ccc(-c2ccc(C3[C@H]4CNC[C@@H]3N4Cc3ccc4c(c3)OCO4)cc2)cc1 (some centres undefined)	-0.1&0.0	1.3&3.3	.	9.9&-6.6	.	1.1&1.3	-2.3&0.4
CNC(=O)c1[nH]cnc1C(=O)Nc1ccc(C)cc1	0.7	-2.6	0.1	1.7	12.2	-3.3	-1.8
C[C@H](CO)N1C[C@H](C)[C@H](CN(C)C)Oc2cc(C#Cc3ccccn3)ccc2S1(=O)=O	0.0	1.8	2.9	2.3	26.6	0.0	2.6
COc1ccc2ccc(C(C)(C(C)=O)C(=O)OC(C)C)cc2c1 (centres undefined)	0.8	.	1.0	6.5	3.6	9.3	-1.2
Cc1ccc(S(=O)(=O)Nc2ccc3c(c2)C(=O)N([C@H](C)CO)C[C@H](C)[C@@H](CN(C)C)OCCCC[C@@H](C)O3)cc1	-0.1	-0.5	3.1	9.0	-6.9	1.9	?
CCOC(=O)c1c(NC(=O)C2CCCO2)sc(C(N)=O)c1C (centres undefined)	-0.5	.	0.0	.	-5.5	.	.
O=C(c1ccccc1F)N1CC(=O)N2[C@H](CO)[C@H](c3ccc(-c4ccc(F)cc4)cc3)[C@@H]2C1	-0.2	-1.6	.	-0.6	.	-0.1	-2.8
Cc1cccc(NC(=O)c2ccc(S(=O)(=O)N3CCOCC3)cc2)c1C	.	-4.3	-4.1	0.9	4.0	1.0	-2.0
C=CCC[C@H](CCCCC)OC(=O)/C=C/[C@H](O)[C@@H](O)C[C@@H](O)CC=C	-5.3	14.2	.	-6.8	.	2.1	?
CN1[C@@H](Cc2ccccc2)COc2cc(N3CCSCC3)ccc2S1(=O)=O	0.2	-1.1	.	-2.6	.	-0.4	-11.2
O=C(COC(=O)C12CC3CC(CC(O)(C3)C1)C2)Nc1cccc(Br)c1	-3.6	-4.9	1.5	-2.2	9.7	-0.7	-9.7
C[C@H](CO)N1C[C@H](C)[C@H](CN(C)S(=O)(=O)c2ccc(F)cc2)Oc2ncc(C#Cc3ccc(C(F)(F)F)cc3)cc2C1=O	-0.1	7.0	0.0	7.5	45.8	-6.0	?
CCCCC[C@H](O)/C=C/C1=C(CCCCCCC(=O)O)C(=O)CC1	.	.	-0.8	-11.5	-0.8	.	.
CCCCC(O)(CCN1CCOCC1)c1ccc(Cl)cc1 (centres undefined)	.	-2.0	1.4	-5.3	18.0	-9.0	-0.6
CCn1c(CO)nc2c1c(=O)[nH]c(=O)n2Cc1ccccc1	.	3.6	-1.5	3.9	-6.3	-9.2	-4.1
O=C(CCN1CCCCC1)Nc1cccc(Br)c1	.	-0.9	-7.6	42.2	10.6	-2.2	15.5
CCCn1c(SC(C)C(=O)NCC2CCCO2)nc2sc3c(c2c1=O)CCC3 (centres undefined)	.	0.5	.	1.9	.	2.4	4.1
O=C(NC1CCCCC1)N[C@@H]1C=C[C@H](CC(=O)N2CCOCC2)O[C@@H]1CO	-0.1	5.8	2.1	2.1	-13.7	-1.9	5.0
C[C@H](O)C#Cc1cnc2c(c1)C(=O)N([C@H](C)CO)C[C@H](C)[C@@H](CN(C)Cc1cccc(F)c1)O2	-0.3	-1.7	1.6	1.8	16.0	-3.1	-0.7
COc1ccc(C(=O)N/C(=C\c2cn(S(=O)(=O)N(C)C)c3ccccc23)C(=O)NCCCn2ccnc2)cc1	-0.4	-1.0	-6.6	-4.8	-6.8	-5.0	2.9
NCCCC[C@H]1CNC(=S)N1CCc1cc(C(F)(F)F)cc(C(F)(F)F)c1	0.1	-1.7	1.0	-2.6	11.8	0.7	12.9
O=C(NCc1cc(Cl)cc(Cl)c1)c1ccc2sc([C@@H]3O[C@H](CO)[C@H](O)[C@H](O)[C@H]3O)nc2c1	.	-0.5	-6.0	-0.2	-2.4	-5.4	0.8
COc1ccc(Cn2ccnc2SCC(=O)NC2CCCCC2)cc1	-1.6	-2.3	1.8	-10.5	2.4	4.4	9.5
C[C@@H]1CCCCO[C@@H](CN(C)C(=O)Nc2cccc3ccccc23)[C@@H](C)CN([C@@H](C)CO)C(=O)c2cc(NS(=O)(=O)c3ccc(Cl)cc3)ccc2O1	.	4.1	-5.1	-3.9	-13.0	-8.5	-4.2
COCCCN1CN=C(NS(=O)(=O)c2ccc(C)cc2)NC1	-0.1	-0.9	-1.0	-7.7	8.9	-0.1	-1.4
CC1CCCCC1NC(=O)CCS(=O)(=O)c1ccc(Cl)cc1 (centres undefined)	3.4	-2.0	2.6	0.0	-6.1	.	-13.4
C[C@H](CO)N1C[C@H](C)[C@@H](CN(C)S(=O)(=O)c2ccc(F)cc2)Oc2c(NC(=O)C3CC3)cccc2C1=O	0.0	-2.6	-3.1	23.8	-19.6	6.1	10.4
CC(C)c1nnc(NC(=O)c2nc(S(=O)(=O)Cc3ccccc3)ncc2Cl)s1	.	1.6	5.5	-5.8	-68.1	-3.1	3.5
O=C(N[C@@H](Cc1ccc(O)cc1)C(=O)O)C(c1ccccc1)c1ccccc1	-0.4	.	-2.2	2.4	-1.4	0.0	-0.2
Cc1ccc(S(=O)(=O)NCCc2cc3ccc(C)cc3[nH]c2=O)cc1	0.0	1.0	6.1	0.5	2.4	2.7	12.0
NS(=O)(=O)c1ccc(CCNC(=O)COC(=O)/C=C/c2cc(Br)ccc2F)cc1	.	-3.0	-3.2	-5.7	-16.0	5.2	-0.5
C[C@H]1CN([C@@H](C)CO)C(=O)c2cc(NC(=O)Nc3ccc4c(c3)OCO4)ccc2O[C@H]1CN(C)Cc1ccc(C(=O)O)cc1	?	4.4	2.6	7.3	-9.8	3.6	-2.9
C[C@H](CO)N1C[C@H](C)[C@@H](CN(C)Cc2ccc(Cl)c(Cl)c2)Oc2c(NC(=O)CCC(F)(F)F)cccc2C1=O	0.3	.	2.2	0.0	2.4	1.4	22.4*
Cc1cc(-c2ccccc2)nc2cc(C(=O)OC(C)C)nn12	0.1	-1.4	-3.2	0.3	-10.5	2.4	-0.8
O=C(CCSCCc1ccccn1)Nc1ccc(Cc2ccncc2)cc1	.	-1.0	6.0	-1.5	9.5	-2.0	-3.9

# Going on with the list:
SMILES	E-sel inducer	SIRT5 inh	PglD DTNB	S100A4 MyoIIA	C2C12 statin	ERp5 block	DENV2 CPE
COC(=O)C1=C(C)N(Cc2ccccc2)C(=O)N[C@H]1c1ccco1	-0.1	.	-1.9	-0.1	-0.1	1.8	12.0
Fc1cccc(Cn2cc(C(=S)N3CCOCC3)c3ccccc32)c1	.	-2.7	.	-11.0	2.0	1.7	9.6
CCCC(C(=O)NCCC(C)C)N(Cc1ccc(OC)cc1)C(=O)c1snc(C(N)=O)c1N (centres undefined)	.	0.2	2.4	-1.0	-22.0	0.8	-12.3
Cc1nn(CCN)c(C)c1Cl	.	.	.	-0.3	.	-1.1	4.1
C[C@@H]1CCCCO[C@H](CN(C)S(=O)(=O)c2ccc(F)cc2)[C@H](C)CN([C@@H](C)CO)C(=O)c2cc(NC(=O)Nc3ccc(F)cc3)ccc2O1	1.1	.	2.3	.	.	.	11.4
CCCC(=O)Nc1ccc2c(c1)OC[C@H](C)N(C(=O)CN(C)C)C[C@H](C)[C@@H](OC)CN(C)C2=O	0.0	2.6	3.9	8.7	6.7	-2.0	2.3

# Screening results as filed in PubChem.
